Screening data (PubChem BioAssay)
PI4K2A inh: PI4K2A (human) kinase inhibition; purified PI4K2A, ADP-Glo luminescence, 1 h; hits give low values; hit rate 0.13% among 420,000; Q9BTU6; activity change, negative = inhibition, % at 76.9 µM; in the data active = activity change below about -50%; inconclusive = mostly about -30% to -49%;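 also: -100% = wells without enzyme as full effect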
Target sequence (Q9BTU6 whole entry, looked up): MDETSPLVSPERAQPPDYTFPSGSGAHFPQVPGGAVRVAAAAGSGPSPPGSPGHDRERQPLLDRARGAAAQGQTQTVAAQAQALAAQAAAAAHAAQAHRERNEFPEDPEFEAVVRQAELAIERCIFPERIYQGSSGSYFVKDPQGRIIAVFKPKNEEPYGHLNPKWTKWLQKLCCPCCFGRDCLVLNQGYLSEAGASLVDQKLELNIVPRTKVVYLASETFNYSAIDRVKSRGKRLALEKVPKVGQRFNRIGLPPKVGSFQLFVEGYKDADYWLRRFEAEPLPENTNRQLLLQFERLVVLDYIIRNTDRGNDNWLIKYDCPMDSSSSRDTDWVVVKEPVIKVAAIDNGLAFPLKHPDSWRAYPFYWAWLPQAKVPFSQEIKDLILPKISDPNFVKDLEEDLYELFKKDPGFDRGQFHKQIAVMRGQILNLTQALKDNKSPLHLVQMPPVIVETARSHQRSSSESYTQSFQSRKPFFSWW
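In this quantitative HTS, ADP production by PI4K2A was quantified luminescently after 1 h at ambient temperature; 100 microM adenosine served as plate-quality control.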
TrxR1 substrate: rat thioredoxin reductase 1 substrate activity; Potency, µM (series often up to 114 µM), for inactives: at the highest dose activity change, negative = substrate turnover; hit rate 0.01% among 390,000; AID 588456; purified TrxR1 substrate turnover, NADPH consumption readout; O89049; also: potency is read from the fitted curve at half-maximal effect; % is scaled to controls: 0 for no effect and ±100 for the full control effect; nearly all actives have a fitted effect of over 50% in size
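Rat TrxR1, dispensed at 90 nM, was prereduced with 400 uM NADPH (final) for 5 min at ~22 deg C, then incubated with compound 15 min before 400 uM selenite. A first-read NADPH fluorescence drop versus no-compound background flagged substrates.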
GLS inhibitor: blocks human kidney-isoform glutaminase activity; O94925; GLS enzymatic activity, qHTS titration; Potency, µM (doses to about 45.5 µM), for the others: top-dose activity change, negative = inhibition, hits mostly inhibitors; hit rate 0.21% among 410,000; also: potency is read from the fitted curve at half-maximal effect; % is scaled to controls: 0 for no effect and ±100 for the full control effect
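Two-point fluorescence kinetic (t0, 30 min RT) for hKGA; glutamate detected via glutamate oxidase–HRP–Amplex Red. Substrate: 1 mM L-glutamine solution; buffer 45 mM KH2PO4, pH 8.2.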
USP1 inh: inhibitors of human USP1/UAF1 deubiquitinase | O94782 | recombinant USP1/UAF1, Ub-Rhodamine cleavage fluorescence | Potency, µM (series often up to 57.1 µM), without a hit: top-dose activity change, negative = inhibition, most hits filed as inhibitors | hit rate 0.23% among 390,000 | AID 743255; also: potency is read from the fitted curve at half-maximal effect; % is scaled to controls: 0 for no effect and ±100 for the full control effect; nearly all actives have a fitted effect of over 60% in size; inactives centre near -12
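Step one: compound is pinned into 1nM USP1/UAF1 in HEPES pH 7.8 buffer with TCEP. Step two: 15 min room-temperature incubation. Step three: Ub-Rho (150nM final) starts cleavage, tracked by fluorescence over six one-minute reads.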
Pin1 inh: human Pin1 inhibition; Potency, µM (doses to about 115 µM), inactives show top-dose activity, negative = inhibition, most hits filed as inhibitors; hit rate 0.009% among 390,000; Q13526; Pin1 FP peptide displacement, HiFluor488, 10 min; active = well fitted inhibition curve with a large enough effect in the polarisation, with a control signal flat, not every such curve was filed as active; inconclusive = small, poorly fitted or top-dose-only effect, or effect the other way, or a change in a side signal; inactive = no such curve, though single readings can be large or run the other way; the % refers to the polarisation; also: potency is read from the fitted curve at half-maximal effect; % is scaled to controls: 0 for no effect and ±100 for the full control effect
Target sequence (Q13526 whole entry, looked up): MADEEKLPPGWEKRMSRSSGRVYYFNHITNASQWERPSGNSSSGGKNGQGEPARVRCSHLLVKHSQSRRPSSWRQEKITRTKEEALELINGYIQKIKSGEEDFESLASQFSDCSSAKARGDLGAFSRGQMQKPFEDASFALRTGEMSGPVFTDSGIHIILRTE
HP1b chromo inh: HP1-beta chromodomain-methylated histone interaction inhibition. AlphaScreen HP1-beta / biotin-H3K9me3 peptide binding. Potency, µM (top dose mostly 114 µM), without a hit: at the highest dose activity change, negative = inhibition, most hits filed as inhibitors. hit rate 0.56% among 390,000. AID 540317; also: potency is read from the fitted curve at half-maximal effect; nearly all actives have a fitted effect of over 70% in size; inactives centre near 23
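AlphaScreen: HP1-beta (50 nM) preformed 30 min with biotin-H3(1-18)K9me3 peptide (50 nM) in PBS pH 7.4, 0.01% Tween-20. Compound added for 30 min at RT, then streptavidin donor/nickel chelate acceptor beads (10 ug/mL) for 30 min.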
PGK inhibitor: blocks T. brucei phosphoglycerate kinase; P07378; PGK/GAPDH coupled, Kinase-Glo luminescence, 60 min; Potency, µM (highest dose often 57.5 µM), inactives show at the highest dose activity change, negative = inhibition, hits mostly inhibitors; hit rate 0.043% among 380,000; also: potency is read from the fitted curve at half-maximal effect; % is scaled to controls: 0 for no effect and ±100 for the full control effect; nearly all actives have a fitted effect of over 60% in size
Target sequence (P07378 whole entry, looked up): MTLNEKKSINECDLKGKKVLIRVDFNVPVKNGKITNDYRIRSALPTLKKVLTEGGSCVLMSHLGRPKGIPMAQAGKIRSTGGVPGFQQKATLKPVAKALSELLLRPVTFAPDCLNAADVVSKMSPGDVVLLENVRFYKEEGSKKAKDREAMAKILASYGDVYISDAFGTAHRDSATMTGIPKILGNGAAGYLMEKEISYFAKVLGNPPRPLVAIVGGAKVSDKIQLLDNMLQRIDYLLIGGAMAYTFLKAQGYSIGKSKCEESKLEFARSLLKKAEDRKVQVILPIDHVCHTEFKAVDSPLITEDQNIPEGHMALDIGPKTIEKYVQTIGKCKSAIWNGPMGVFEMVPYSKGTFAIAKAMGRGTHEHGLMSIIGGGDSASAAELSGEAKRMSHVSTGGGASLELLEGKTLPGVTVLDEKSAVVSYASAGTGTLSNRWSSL
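Luminescent ATP detection (Kinase-Glo Plus) follows a 60-minute room-temperature incubation, with wells lacking PGK as controls. Buffer: 100 mM TEA (pH 7.6), 5 mM MgCl2, 0.01% Tween-20. Coupling enzyme GAPDH (100 nM final) supplies unstable 1,3-BPG in-well.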
rTrxR1 inhibitor: rat TrxR1 inhibition; hit rate 1% among 390,000; AID 588453; recombinant rTrxR1, NADPH fluorescence consumption, selenite substrate; O89049; Potency, µM (doses to about 114 µM), for inactives: at the top dose activity change, negative = inhibition, actives largely listed as inhibitors; also: potency is read from the fitted curve at half-maximal effect; % is scaled to controls: 0 for no effect and ±100 for the full control effect; nearly all actives have a fitted effect of over 65% in size
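Rat TrxR1 (90 nM in the dispensed reagent) was pre-reduced with 400 uM NADPH for 5 min at room temperature, then incubated with compound for 15 min. After 400 uM selenite was added, NADPH fluorescence (Ex 340/Em 450 nm) was followed for 8 min.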
mIDH1 inhibitor: human IDH1 R132H inhibition; O75874; hit rate 0.093% among 390,000; IDH1-R132H enzyme, NADPH consumption, diaphorase/resazurin fluorescence; Potency, µM (titrated, usually from 76.6 µM), inactives show at the top dose activity change, negative = inhibition, usual class: inhibitors; also: potency is read from the fitted curve at half-maximal effect; % is scaled to controls: 0 for no effect and ±100 for the full control effect; nearly all actives have a fitted effect of over 65% in size
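IDH1-R132H (0.5 ug/mL dispensed) in pH 7.5 Tris buffer was preincubated 30 min with compound, then given a substrate mix of 0.016 mM NADPH and 2 mM alpha-KG for 80 min at room temperature; remaining NADPH was read by diaphorase/resazurin fluorescence.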
Active calls of the source: *; i = inactive; ? = inconclusive; · = not tested or not shown; [ ] = remark or other dose. Unless noted, calls follow the shape of the dose curve; as a rule, active = well fitted curve in the direction sought with a large enough effect; inconclusive = small, poorly fitted or top-dose-only effect, or another doubt; inactive = no such curve, though single readings can be large; an effect the other way counts as inactive or inconclusive. An excerpt. The share of hits here may be higher or lower than overall.

SMILES	PI4K2A inh	TrxR1 substrate	GLS inhibitor	USP1 inh	Pin1 inh	HP1b chromo inh	PGK inhibitor	rTrxR1 inhibitor	mIDH1 inhibitor
COC(=O)c1ccccc1NC(=O)CSc1nc2ccsc2c(=O)n1Cc1ccc(C(=O)O)cc1	-2	·	17%	-14%	·	·	-4%	·	2%
N#Cc1ccccc1NC(=O)CNc1ccccc1N1CCCCC1	-3	-2%	17%	-24%	-5%	2%	i	16%	4%
COc1ccccc1NS(=O)(=O)c1ccc2oc(SCC(=O)N3CCNC3=O)nc2c1	-3	-1%	15%	-4%	-2%	26%	-3%	-2%	-4%
CCCCCOC(=O)C1C2C=CC3(CN(c4ccccc4C)C(=O)C13)O2 (centres undefined)	-1	2%	-6%	-19%	0%	27%	i	14%	5%
CCC(=O)Nc1ccc2c(c1)ncn2CCc1ccccc1	-6	-2%	0%	-3%	6%	26%	-8%	19%	-14%
CC1(NC(=S)Nc2ccc3ccccc3c2)CCS(=O)(=O)C1 (centres undefined)	8	14%	9%	-25%	-1%	13%	-3%	15%	26%
COCCN(C(=O)CSc1nnc(C)n1-c1ccccc1)c1c(N)n(Cc2ccccc2)c(=O)[nH]c1=O	-1	6%	5%	-14%	2%	36%	1%	18%	3%
O=c1c2cc(NC(=S)NCCN3CCCCCC3)ccc2nc2n1CCCCC2	5	8%[57.1 µM]	-16%	1%	0%	6%	-6%	-6%[57.1 µM]	0%
C=CCOc1ccc(CNC(C)(C)C)cc1OC	-5	10%	-2%	-11%	2%	25%	-4%	19%	-1%
Cc1cccc(C)c1NC(=O)C(NS(=O)(=O)c1ccc2c(c1)CCC(=O)N2)c1ccccc1 (centres undefined)	-4	9%	-18%	?	19%	48%[activator]	2%	28%	-27%
Cc1ccccc1S(=O)(=O)Nc1ncc(C(F)(F)F)cc1Cl	1	-1%[57.1 µM]	2%	-1%	-2%	43%[activator]	0%	50%[activator][57.1 µM]	10%
CCOc1ccc(NC(=O)c2ccc(F)c(S(=O)(=O)N3CCN(c4ccccn4)CC3)c2)cc1	6	6%	6%	-12%	2%	14%	-3%	12%	2%
Cc1cc(N2C(=O)C(O)=C(C(=O)c3cccs3)C2c2cccc(Br)c2)no1 (centres undefined)	10	6%[11.4 µM]	0%	-25%	6%	-8%	6%	10%[11.4 µM]	0%
Cn1c(CC(=O)Nc2ccc(Cl)cc2)nnc1SCC(=O)N1CCOCC1	0	7%	4%	-20%	7%	30%	1%	11%	3%
Cc1cc(=O)[nH]c(N/N=C/c2ccc(Cl)cc2Cl)n1	-3	-1%	-1%	2%	0%	17%	·	25%	2%
COc1cccc(O)c1CN1CCC(C(=O)Nc2ccc(-c3cccc(C)c3)cc2)CC1	7	8%	6%	-19%	-3%	-10%	-9%	26%	6%
CN(c1ccc(F)cc1)S(=O)(=O)c1ccc(Cl)c(C(=O)OCC(=O)NC2CC2)c1	7	4%	-3%	-12%	-7%	27%	-2%	12%	16%
CCOc1ccccc1N1CCN(C(=O)c2cc[n+]([O-])cc2)CC1	-3	-2%	9%	-5%	2%	22%	i	?	6%
COC(=O)c1[nH]c2cccc(OC)c2c1NC(=O)CCN1CCC(C)CC1	-6	18%	30%	-8%	-10%	11%	-5%	6%	1%
Cc1c(C)c2ccc(OC(C)C(=O)NCCCN3CCOCC3)c(C)c2oc1=O (centres undefined)	6	51%[activator]	-2%	-32%	-1%	26%	7%	8%	-4%
COc1ccc(OC)c(-c2nn(-c3ccccc3)cc2C(=O)NCC(c2ccco2)N2CCCC2)c1 (centres undefined)	1	-1%	3%	-17%	4%	-1%	11%	9%	-1%
CC1(C)CC(=O)C(C(=S)Nc2ccccc2)=C(NCCN2CCOCC2)C1	-5	-8%	·	-4%	-9%	14%	i	-13%	18%
Cc1ccc(CNC(=O)COC(=O)[C@@H]2CC(O)CN2S(=O)(=O)c2ccc3c(c2)OCCO3)cc1 (some centres undefined)	-1	2%	7%	1%	2%	31%	5%	9%	4%
O=C(CSc1nc2ccccc2c(=O)n1-c1ccccc1)N1CCC1	-3	5%	3%	-22%	0%	32%	-9%	12%	-2%
Cc1cccc(-c2cc(N)n(-c3ccccc3)n2)c1	0	-11%[57.1 µM]	-5%	-4%	-1%	?	i	21%[57.1 µM]	15%

(cont.)
SMILES	PI4K2A inh	TrxR1 substrate	GLS inhibitor	USP1 inh	Pin1 inh	HP1b chromo inh	PGK inhibitor	rTrxR1 inhibitor	mIDH1 inhibitor
CCOC(=O)N1CCN(Cc2ccc(OCC(O)CN3CCCCC3)cc2)CC1 (centres undefined)	1	-6%[11.4 µM]	-8%	-23%	0%	48%[activator]	i	8%	-1%
COc1cccc(/C=C/C(=O)NNC(=O)CCN2CCN(Cc3ccccc3)CC2)c1	-1	19%	-2%	-17%	-3%	45%[activator]	0%	23%	5%
Cc1ccccc1S(=O)(=O)c1c(C)cc(C)n(C(C)C)c1=O	6	1%[57.1 µM]	-4%	-23%	1%	108%	-3%	9%[57.1 µM]	8%
COc1ccc(NC(=O)c2nnn(Cc3ccc(SC)cc3)c2N)c(OC)c1	1	34%[activator][57.1 µM]	0%	-19%	1%	48%[activator]	5%	61%	-4%
CCCCc1nnc(NC(=O)CS(=O)(=O)Cc2ccccc2)s1	-2	7%	2%	-3%	-1%	35%	6%	-9%	5%
Cc1c(C(=O)Nc2ccccn2)oc2ccccc12	-5	-6%	2%	5%	-2%	37%[activator]	-4%	6%	13%
OCc1nc2ccccc2n1CCc1ccccc1	4	1%	4%	1%	3%	41%[activator]	-2%	38%[11.4 µM]	1%
CC(C)(C)c1ccc(/C=C/C(=O)N2CCCCC2)cc1	2	-10%	-1%	-5%	-2%	38%[activator]	·	9%	10%
Cc1cc(=O)[nH]c(SCc2ccc(Cl)cc2)n1	2	6%[57.1 µM]	-7%	-3%	2%	18%	-8%	20%[57.1 µM]	5%
CN(Cc1ccccc1)C(=O)COc1cccnc1[N+](=O)[O-]	5	2%	2%	-29%	2%	31%	-7%	14%	-4%
CN1CCN(C(CNC(=O)c2ccccc2F)c2ccc3c(c2)OCO3)CC1 (centres undefined)	0	5%[57.1 µM]	1%	-29%	-8%	24%[57 µM]	-11%	19%[57.1 µM]	3%
Nc1ccc(C(=O)Nc2ccc3c(O)cc(S(=O)(=O)O)cc3c2)cc1	-2	9%[57.1 µM]	6.3µM*	?	17%	-7%[57 µM]	-10%	-10%[57.1 µM]	6%
Cc1cc(N2CCCC2)nc2ccc(NC(=S)NC(C)C)cc12	-3	33%	11%	-22%	-10%	13%	-8%	7.9µM*	4%
CCOC(=O)c1c(C)[nH]c(C2=NNC(=NC3CC3)SC2)c1C	-2	-2%	13%	-21%	1%	?	0%	9%	?
CCOc1ccc(NC(=O)Cn2nc3c(cc2=O)CC(C)CC3)cc1 (centres undefined)	-1	-6%[57.1 µM]	-10%	-14%	-12%	19%[57 µM]	i	5%[57.1 µM]	-5%
CCCn1c(SC(C)C(=O)NCC2CCCO2)nc2sc3c(c2c1=O)CCC3 (centres undefined)	1	1%[57.1 µM]	-3%	-22%	-14%	23%	1%	4%[57.1 µM]	0%
Cc1ccc(C(=O)OCC(=O)Nc2ccc3[nH]c(=O)[nH]c3c2)cc1[N+](=O)[O-]	12	-1%	0%	-20%	4%	25%	-2%	11%	2%
CCOC(=O)c1cnc2cc(-c3ccc(C(C)(C)C)cc3)nn2c1N	2	10%	3%	5%	3%	38%	-3%	31%[activator]	-4%
COc1cc(C2N=C(N)Nc3nc4ccccc4n32)ccc1OCCC(C)C (centres undefined)	5	1%	1%	-14%	3%	23%	i	10%	1%
CCOC(=O)C1CCCN(c2c(N3CCN(c4cccc(Cl)c4)CC3)c(=O)c2=O)C1 (centres undefined)	-2	0%	2%	-10%	-5%	32%[activator]	i	16%	3%
CCOc1ccc(-c2cccc(NS(=O)(=O)c3cccc([N+](=O)[O-])c3)c2)nn1	1	·	-16%	-18%	·	·	-6%	·	6%
COc1ccc(OCC(=O)NNC(=S)NC(=O)c2ccc([N+](=O)[O-])cc2)cc1	3	-6%	?	-18%	-8%	-17%	-3%	?	-2%
O=C(c1cncc(Br)c1)N1CCN(S(=O)(=O)c2ccc3ccccc3c2)CC1	0	-3%	3%	-19%	1%	15%	-8%	-8%	1%
Cc1ccnc(NC(=O)c2cc(-n3cnnc3)ccc2Cl)c1	2	5%[57.1 µM]	0%	-7%	1%	13%	-7%	4%[57.1 µM]	0%

Full records as entered above. Values in the order: PI4K2A inh, TrxR1 substrate, GLS inhibitor, USP1 inh, Pin1 inh, HP1b chromo inh, PGK inhibitor, rTrxR1 inhibitor, mIDH1 inhibitor
`COc1ccc(OC)c(-c2nn(-c3ccccc3)cc2C(=O)NCC(c2ccco2)N2CCCC2)c1` (centres undefined) reads 1, -1%, 3%, -17%, 4%, -1%, 11%, 9%, -1%
`COc1cc(C2N=C(N)Nc3nc4ccccc4n32)ccc1OCCC(C)C` (centres undefined) reads 5, 1%, 1%, -14%, 3%, 23%, i, 10%, 1%
`COc1ccc(OCC(=O)NNC(=S)NC(=O)c2ccc([N+](=O)[O-])cc2)cc1` reads 3, -6%, ?, -18%, -8%, -17%, -3%, ?, -2%
`CN1CCN(C(CNC(=O)c2ccccc2F)c2ccc3c(c2)OCO3)CC1` (centres undefined) reads 0, 5%[57.1 µM], 1%, -29%, -8%, 24%[57 µM], -11%, 19%[57.1 µM], 3%
`O=C(CSc1nc2ccccc2c(=O)n1-c1ccccc1)N1CCC1` reads -3, 5%, 3%, -22%, 0%, 32%, -9%, 12%, -2%
